# Screening data (PubChem)
# KB-V1 MDR tox: qHTS assay for MDR1-selective chemotherapeutics: Primary screen using the drug-selected MDR subline cells KB-V1; KB-V1 MDR cells viability, CellTiter-Glo, 72 h; Potency, µM (titrated, usually from 46.1 µM), for inactives: at the highest dose activity change, negative = cytotoxicity, most hits filed as cytotoxic; 400,000 tested, 3.4% active; further: potency means the concentration at half of the fitted maximal effect; on the % scale 0 is the no-effect control and ±100 the full control effect; nearly all actives have a fitted effect of over 60% in size
#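 KB-V1 cells (P-gp-expressing MDR subline of KB-3-1) in phenol-red-free DMEM with 10% FBS were exposed to library compounds over a concentration series for 72 h at 37 degrees C. Viability read by CellTiter-Glo luminescence; concentration-effect curves fitted after normalization.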
# WRN helicase inh: qHTS for Inhibitors of WRN Helicase | Bifunctional 3'-5' exonuclease/ATP-dependent helicase WRN (Homo sapiens), Q14191 | WRN helicase unwinding, fluorescent forked duplex, kinetic | Potency, µM (doses to about 114 µM), without a hit: top-dose activity change, negative = inhibition, actives largely listed as inhibitors | 360,000 tested, 0.46% active; further: potency means the concentration at half of the fitted maximal effect; on the % scale 0 is the no-effect control and ±100 the full control effect; nearly all actives have a fitted effect of over 55% in size
#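 Kinetic fluorescence helicase assay: unwinding of a quenched forked DNA duplex (100 nM final) with 2 mM ATP final raises red fluorescence (525/598 nm). Compounds sat 15 min at room temperature with 20 nM WRN beforehand.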
# KB-3-1 cytotox: qHTS assay for MDR1-selective chemotherapeutics: Primary screen using the parental adenocarcinoma cell KB-3-1 | KB-3-1 viability, CellTiter-Glo ATP luminescence, 72 h | Potency, µM (series often up to 46.1 µM), without a hit: at the highest dose activity change, negative = cytotoxic, usual class: cytotoxic | 400,000 tested, 1.4% active; further: potency means the concentration at half of the fitted maximal effect; on the % scale 0 is the no-effect control and ±100 the full control effect; nearly all actives have a fitted effect of over 60% in size
#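 Cytotoxicity in the drug-sensitive parental line KB-3-1 was scored as loss of CellTiter-Glo luminescence following 72 h incubation with compound. Values come from curve fitting of normalized concentration-response data.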
# SW480 rerep: A quantitative high throughput screen for small molecules that induce DNA re-replication in SW480 colon adenocarcinoma cells; Potency, µM (series often up to 46.1 µM), for the others: top-dose re-replication activation, usual class: activators; AID 624297, 2012; SW480 DNA re-replication, Hoechst DNA content imaging, 48 h; 340,000 tested, 1.8% active; further: potency means the concentration at half of the fitted maximal effect; % of control where 0% means no effect; nearly all actives have a fitted effect of over 55% in size
#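 250 cells/well; 23 nL cpd via pin tool; 48 hr, 37 C, 5% CO2; Hoechst 40 min; imager read of total nuclear intensity, ex 405/em 500-530 nm.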
# ATXN2 expr inh: Primary qHTS for Inhibitors of ATXN expression; AID 1745845, 2022; 360,000 tested, 0.72% active; Potency, µM (series often up to 57 µM), inactives show at the top dose activity change, negative = inhibition, usual class: inhibitors; HEK-293 ATXN2-luciferase reporter, luminescence, 24 h; further: potency means the concentration at half of the fitted maximal effect; on the % scale 0 is the no-effect control and ±100 the full control effect; nearly all actives have a fitted effect of over 55% in size
#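 qHTS (up to 57 uM final) was run with 24 h compound exposure of reporter cells at 37 °C. Each well was multiplexed: SteadyGlo luminescence measured ATXN2-luciferase expression after a fluorogenic Gly-Phe-AFC viability readout (25 uM final).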
# HT1080-NT tox: qHTS for induction of synthetic lethality in tumor cells producing 2HG: qHTS for the HT-1080-NT fibrosarcoma cell line; HT-1080-NT fibrosarcoma viability, CellTiter-Glo ATP luminescence, 48 h; Potency, µM (doses to about 46.1 µM), for the others: at the top dose activity, negative = less viability, usual class: cytotoxic; 360,000 tested, 1.6% active;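 further: NT is the 2HG producing partner of a matched IDH1 knockdown line; potency means the concentration at half of the fitted maximal effect; 0% = DMSO-treated cells and -100% = media-only wells without cells; nearly all actives have a fitted effect of over 55% in size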
#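 750 cells/well, RPMI + 5% FBS; 2 h settle, compound pin-transfer, 48 h at 37 degrees C. CellTiter-Glo 10 min RT, luminescence. Normalized to DMSO and media-only wells.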
# IL-1B inflam inh: qHTS for Inhibitors of Inflammasome Signaling: IL-1-beta AlphaLISA Primary Screen; THP-1 LPS/ATP IL-1B secretion, AlphaLISA, 16 h; active compounds read low; activity change, % at 57.5 µM; 360,000 tested, 4.7% active; in the data active means activity change below about -50%; inconclusive means mostly about -30% to -49%; further: on the % scale 0 is the no-effect control and ±100 the full control effect
#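 THP-1 cells pretreated 1 hr with compounds (up to 57.5 uM final), then stimulated with LPS (250 ng/mL final) plus ATP (1.25 mM final); secreted IL-1B measured by AlphaLISA after 16 hr, decreased signal indicating inhibition.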
# HT1080 IDH1KD tx: qHTS for induction of synthetic lethality in tumor cells producing 2HG: qHTS for the HT-1080-IDH1KD cell line. HT-1080 IDH1 knockdown viability, ATP luminescence, 48 h. Potency, µM (series often up to 46.1 µM), for inactives: at the top dose activity, negative = toxicity, usual class: cytotoxic. 360,000 tested, 2% active;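 further: potency means the concentration at half of the fitted maximal effect; 0% = DMSO wells and -100% = cell-free medium wells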
#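 In this qHTS, HT-1080 cells depleted of IDH1 are exposed for 48 h at 37 °C to compound titrations. Toxicity is scored from CellTiter-Glo luminescence, with DMSO as full viability and medium alone as none.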
# MCF10A rereplic: A quantitative high throughput screen for small molecules that induce DNA re-replication in MCF 10a normal breast cells; Potency, µM (doses to about 46.1 µM), without a hit: at the highest dose activity, positive = re-replication, actives largely listed as activators; MCF 10A DNA re-replication, Hoechst nuclear intensity, 48 h; 350,000 tested, 2.9% active; further: potency means the concentration at half of the fitted maximal effect; % of control where 0% means no effect; nearly all actives have a fitted effect of over 50% in size
# The depositor's hits bear a star; ? = inconclusive; . = no result given; & = joins results of further samples; [ ] = remark or other dose. Unless noted, the call rests on the fitted dose curve; in most records, active means well fitted curve in the direction sought with a large enough effect; inconclusive means small, poorly fitted or top-dose-only effect, or another doubt; inactive means no such curve, though single readings can be large; an effect the other way counts as inactive or inconclusive.
SMILES,KB-V1 MDR tox,WRN helicase inh,KB-3-1 cytotox,SW480 rerep,ATXN2 expr inh,HT1080-NT tox,IL-1B inflam inh,HT1080 IDH1KD tx,MCF10A rereplic
CC(C)(C)C(=O)Nc1nc(NC(=O)C(C)(C)C)nc(-c2ccccc2Cl)n1,-3%,-4%,-9%,-9%,-4%,28%,28,-1%,3%
COc1ccc(C(=O)N[C@H](C(=O)Nc2ccc(OC)nc2)C(C)C)cc1,-8%,-5%,2%,-6%,20%,27%,-7,25%,-33%[inhibitor]
Cc1ccc2c(c1)sc1nc(=O)n(-c3ccc(Cl)c(Cl)c3)c(=O)n12,15%&0%,7%,?,-1%,6%&7%,4%,0,4%,9%
Cc1cc(C)nc(SCCC(=O)N(C)C)n1,-3%,-6%,7%,-22%,1%,13%,37,-7%,0%
CCOC(=O)c1nnn(CC(=O)N2N=C(c3ccc(Cl)cc3)CC2c2ccc(OC)cc2)c1C(=O)OCC (stereo not given),-1%,2%,-3%,0%,-12%,0%,-2,0%,1%
CCCn1nnnc1NCc1ccc(CC)cc1,23%,18%,4%,-2%,4%,-1%,-10,0%,0%
CC1CCN(C(=O)c2ccc(S(=O)(=O)NCc3ccco3)cc2)CC1,?,-4%,2%,1%,-4%,16%,5,24%,18%
COCCCNc1nc2ccccc2[nH]c1=O,-1%,0%,3%,-35%[inhibitor],-20%,6%,7,1%,-1%
COc1ccc2c(OC)c3ccoc3nc2c1OC,0%,-2%,0%,-16%,9%,0%,?,2%,9%
COc1ccc(C2=Nn3c(nnc3-c3ccccc3Cl)SC2)cc1OCC1CC1,?,.,2.9µM*,16µM*,?,.,.,.,?
O=C(c1ccc(S(=O)(=O)N2CCOCC2)cc1)N1CCN(c2ccc(F)cc2)CC1,4%,-3%,9%,-4%,7%,5%,-4,6%,0%
COc1cccc(C(=O)N(Cc2ccco2)Cc2cc3cccc(C)c3[nH]c2=O)c1,?,7%,-3%,-5%,-11%,0%,10,-16%,?
COc1ccc(-c2noc(CCC(=O)N3CCN(c4ccc(F)cc4)CC3)n2)cc1,-12%,-6%,-5%,3%,-7%,3%,23,6%,?
COc1ccc(NC(=O)CN(C)C(=O)c2cccc3ccccc23)cc1,-22%,2%,0%,-2%,1%,1%,-5,6%,3%
CCOC(=O)c1cc(-c2csc(-c3cccc(Cl)c3)n2)on1,?,-22%,-9%,-8%[9.22 µM],-9%,25%,6,16%,-8%
Cc1cccc(NC(=O)Nc2ccc(Cl)c(Cl)c2)n1,-1%,0%,0%,0%,-24%,?,16,-15%,?
CCOC(=O)C1(CCOc2ccccc2)CCN(Cc2cc(OC)c(O)c(OC)c2)CC1,-12%,7%,-7%,21%,-13%,-19%,0,-5%,?
NC(=O)CC(NC(=O)Cc1cccc2ccccc12)c1ccc(N2CCN(c3ccc(F)cc3)CC2)c([N+](=O)[O-])c1 (stereo not given),0%,8%,-18%,-14%,-8%,8%,23,13%,?
CCN(CC(=O)NCc1cccs1)c1ccc(S(=O)(=O)N2CCCC2)cn1,5%,2%,0%,-5%,.,3%,-23,0%,-2%
Cc1ccc(NC(=O)CSc2nnc(-c3ccco3)c(-c3ccco3)n2)cc1,5.2µM*,40µM*,5.8µM*,16µM*,-11%,7.3µM*,6,5.2µM*,5.8µM*
CCS(=O)(=O)N1CCC(C(=O)Nc2ccc(C(C)=O)cc2)CC1,-4%,3%,-3%,-18%,26%,1%,0,-4%,-2%
Cc1cc(C)c2c(CC(=O)Nc3nccs3)coc2c1,18%,-11%,1%,-2%,7%,1%,3,6%,4%
CCCCn1c(CCNC(=O)c2cccs2)nc2ccccc21,?,-16%,5%,-2%,6%,6%,-11,17%,10%
O=C(Nc1cnc2ccccc2c1)N1CCOCC1,3%,4%,?,-1%[9.22 µM],20%,24%,-1,23%,-5%
Cc1cc(N2CCN(C)CC2)nc2ccc(NC(=O)CCC(=O)NCc3ccco3)cc12,2%,2%,16%,-1%,5%,-11%,-13,-10%,0%
Cc1ccsc1C(=O)OCC(=O)N(C)C1CCCCC1,-2%,6%,-9%,-8%,-18%,1%,-1,4%,-2%
COc1ccccc1-n1c(N)cc(=O)nc1SCC(=O)Nc1cc(C)on1,1%,3%,8%,1%,-11%,13%,22,7%,-2%
Cc1ccccc1C(=O)c1cccn1CC(=O)NC(C)c1ccccc1 (stereo not given),0%,-4%,0%,?,1%,0%,-2,0%,2%
O=C(NCc1ccc2c(c1)OCO2)c1nc(Cn2ccc([N+](=O)[O-])n2)no1,-11%,5%,-6%,-2%,-13%,5%,6,-1%,-1%
Cc1cc(NC(=O)COC(=O)c2cnccn2)ccc1Br,?,10%,3%,-16%,.,-2%,14,0%,-6%
O=C1C(Oc2ccc(Cl)cc2)C(c2ccc3c(c2)OCO3)N1CC1CCCO1 (stereo not given),7%,4%,1%,-147%[inhibitor],.,-1%,17,-9%,?
O=C(NCCc1ccccc1)C(=Cc1ccc(C(=O)O)cc1)C(=O)NCCc1ccccc1,9%,-6%,9%,-2%,13%,7%,?,-21%,14%
COc1ccc(NC(=O)CSc2nnc3c4c(nc(-c5ccccc5)n23)CC(C)(C)OC4)cc1,2.9µM*,-4%,-2%,?,-16%,-6%,0,-17%,10%
O=C1c2ccccc2C(=O)c2cc(NC(=O)C3CC3)ccc21,-9%,-16%,10%,3%,102%[activator],-1%,26,3%,6%
CC(=O)Oc1ccccc1C(=O)C=Cc1cccc([N+](=O)[O-])c1,5.8µM*,-26%,15µM*,?,?,?,-101*,16µM*,5.8µM*
Cc1ccccc1OCC(=O)N1N=C(C(F)(F)F)CC1(O)C(C)(C)C (stereo not given),?,-5%,-10%,0%,-26%,?,-11,?,3%

# Eleven entries from above, set out differently.
molecule	KB-V1 MDR tox	WRN helicase inh	KB-3-1 cytotox	SW480 rerep	ATXN2 expr inh	HT1080-NT tox	IL-1B inflam inh	HT1080 IDH1KD tx	MCF10A rereplic
Cc1ccsc1C(=O)OCC(=O)N(C)C1CCCCC1	-2%	6%	-9%	-8%	-18%	1%	-1	4%	-2%
COc1ccccc1-n1c(N)cc(=O)nc1SCC(=O)Nc1cc(C)on1	1%	3%	8%	1%	-11%	13%	22	7%	-2%
Cc1ccccc1C(=O)c1cccn1CC(=O)NC(C)c1ccccc1 (stereo not given)	0%	-4%	0%	?	1%	0%	-2	0%	2%
O=C(NCc1ccc2c(c1)OCO2)c1nc(Cn2ccc([N+](=O)[O-])n2)no1	-11%	5%	-6%	-2%	-13%	5%	6	-1%	-1%
Cc1cc(NC(=O)COC(=O)c2cnccn2)ccc1Br	?	10%	3%	-16%	.	-2%	14	0%	-6%
O=C1C(Oc2ccc(Cl)cc2)C(c2ccc3c(c2)OCO3)N1CC1CCCO1 (stereo not given)	7%	4%	1%	-147%[inhibitor]	.	-1%	17	-9%	?
O=C(NCCc1ccccc1)C(=Cc1ccc(C(=O)O)cc1)C(=O)NCCc1ccccc1	9%	-6%	9%	-2%	13%	7%	?	-21%	14%
COc1ccc(NC(=O)CSc2nnc3c4c(nc(-c5ccccc5)n23)CC(C)(C)OC4)cc1	2.9µM*	-4%	-2%	?	-16%	-6%	0	-17%	10%
O=C1c2ccccc2C(=O)c2cc(NC(=O)C3CC3)ccc21	-9%	-16%	10%	3%	102%[activator]	-1%	26	3%	6%
CC(=O)Oc1ccccc1C(=O)C=Cc1cccc([N+](=O)[O-])c1	5.8µM*	-26%	15µM*	?	?	?	-101*	16µM*	5.8µM*
Cc1ccccc1OCC(=O)N1N=C(C(F)(F)F)CC1(O)C(C)(C)C (stereo not given)	?	-5%	-10%	0%	-26%	?	-11	?	3%

# Following part
SMILES,KB-V1 MDR tox,WRN helicase inh,KB-3-1 cytotox,SW480 rerep,ATXN2 expr inh,HT1080-NT tox,IL-1B inflam inh,HT1080 IDH1KD tx,MCF10A rereplic
COCCN(C(=O)c1cccc(-n2cnnn2)c1)c1c(N)n(CC(C)C)c(=O)[nH]c1=O,2%,6%,-1%,-69%[inhibitor],9%,8%,10,17%,1%
CCCOc1ccc(-c2nc(OCC)c3ccccc3n2)cc1,-2%,-10%,15%,2%,4%,3%,41,4%,1%
O=C(c1ccc(Cl)c(S(=O)(=O)N2CCCCC2)c1)N1CCCCC1,3%,8%,0%,-11%,-6%,-5%,36,0%,10%
COC(=O)c1cccc(COC(=O)c2ccccc2NC(=O)c2ccco2)c1,?,-4%,5%,-1%,-16%,0%,-2,1%,24%
COc1ccc(-c2nnc(SC(=O)N3c4ccccc4Sc4ccccc43)o2)cc1,?,-12%,-4%,?,?,?,-101*,11µM*,31%
COc1ccc(N/N=C(\C#N)C(=N)N2CCOCC2)cc1,0%,-1%,-4%,-40%[inhibitor],-3%,-28%,-18,-17%,?
O=C(Cc1ccccc1)NN1C(=O)C2C3C=CC(C3)[C@@H]2C1=O (stereo not given in full),21%,-9%,-1%,-2%,8%,15%,0,14%,-2%
Cc1cccc(CCN(CC(=O)NC2CCCCC2)C(=O)c2csnn2)c1,-1%,-20%,4%,5%,-3%[11.3 µM],1%,1,-17%,-3%
